14-3-3g Raf – alters human 14-3-3 gamma binding to Raf peptide; FP, 14-3-3gamma / TMR-pS259-Raf peptide binding; inhibition, % at 40 µM; 160,000 compounds, 0.19% hits; in the data active = inhibition above about 30%;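 also: 0% = protein plus tracer without compound and 100% = blank with tracer alone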
Target sequence (P61981 whole entry, looked up): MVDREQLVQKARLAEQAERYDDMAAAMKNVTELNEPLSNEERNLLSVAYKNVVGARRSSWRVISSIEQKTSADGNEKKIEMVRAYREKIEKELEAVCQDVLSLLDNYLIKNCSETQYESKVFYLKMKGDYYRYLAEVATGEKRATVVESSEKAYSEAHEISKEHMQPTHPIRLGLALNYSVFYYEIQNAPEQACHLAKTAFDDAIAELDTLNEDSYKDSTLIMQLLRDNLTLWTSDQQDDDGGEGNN
The depositor's hits bear a star; & = joins results of further samples. An excerpt; rates above refer to the full screens.

SMILES,14-3-3g Raf
CCCCn1c(SCCC)nc2c1c(=O)[nH]c(=O)n2C,1
CCOc1ccc(NC(=O)CSc2nc3c(c(=O)n2-c2ccccc2)SCC3)cc1,-25
COc1ccc(C(=O)Nc2nc3ccc(S(C)(=O)=O)cc3s2)cc1,1
O=C(O)c1ccc2c(c1)C(=O)N(c1ccc(C(=O)O)c(Cl)c1)C2=O,0
CN(Cc1ccccc1)C(=O)CCNS(=O)(=O)c1ccc(Cl)cc1,-7
O=C(Nc1ccc(Br)cc1)c1ccc(F)c(S(=O)(=O)NCC2CCCO2)c1 (stereo unspecified),-12
COc1cccc(N(C(=O)c2cccs2)c2nc3ccccc3s2)c1,3
Cc1sc2nc(C)n(Cc3csc(-c4ccc(Cl)cc4)n3)c(=O)c2c1C,-1
CCOC(=O)C1=C(C)Nc2nnnn2C1c1ccc(Br)cc1 (stereo unspecified),-4
O=C(c1sc2ccccc2c1Cl)N1CCc2ccccc2C1,-8
Nc1nc(N2CCCCC2)nc(N(c2ccccc2)c2ccccc2)n1,-2
Cc1cc(=O)[nH]c(N2CCN(C(c3ccccc3)c3ccccc3)CC2)n1,1

Next section.
SMILES,14-3-3g Raf
Cc1c(Cl)cccc1NC(=O)Cn1c(=O)oc2cc(Cl)ccc21,4
COc1cc(-c2nc(-c3ccccc3)c(-c3ccc(Br)cc3)[nH]2)cc(OC)c1O,-3
COCc1[nH]nc2c1C(c1ccc(OC)cc1)C(C#N)=C(N)O2 (stereo unspecified),-5
C=CCn1c(SCc2nc(N)nc(N(C)C)n2)nnc1-c1cccnc1,-5
O=C(NCCO)c1cccnc1Oc1ccc(Cl)cc1,-7
Cc1cccc(NC(=O)CN2C(=O)C3C4C=CC(C4)C3C2=O)c1 (stereo unspecified),-1
CCCOc1ccc2ccccc2c1/C=N/n1c(C)nnc1-n1nc(C)cc1C,3
COc1ccc(C2Oc3ccccc3C3CC(c4ccc(Br)cc4)=NN32)cc1 (stereo unspecified),0
O=C(NCCCN1CCCC1=O)c1ccc(Sc2cccc(Cl)c2)c([N+](=O)[O-])c1,-1
C=CCOc1nc2c(c(=O)n(C)c(=O)n2C)n1Cc1c(Cl)cccc1Cl,7
COc1ccc(S(=O)(=O)N2N=C(c3c(-c4ccccc4)c4cc(Br)ccc4[nH]c3=O)CC2c2ccccc2)cc1 (stereo unspecified),-24
COc1ccccc1-c1cc(C(=O)NCCCn2ccnc2)no1,-2&-1

Further records follow.
SMILES,14-3-3g Raf
Cc1cc(C)n(-c2ccc3cccc([N+](=O)[O-])c3n2)n1,-2
Cc1ccc(CNC(=O)Cn2c(=O)[nH]c3ccccc3c2=O)cc1,-5
CN(Cc1ccccc1)S(=O)(=O)c1ccc(N2CCOCC2)c(C(=O)N2CCN(c3ccc([N+](=O)[O-])cc3)CC2)c1,-1
COc1ccccc1C1CC(=O)C2=C(C1)NC(C)=C(C(=O)OCCOC(C)C)C2c1ccc([N+](=O)[O-])cc1 (stereo unspecified),-14
Cc1cnc(C(=O)Nc2ccccc2-c2ccc(C)o2)cn1,5
CCCCn1c(SCC(N)=O)nc2c1c(=O)[nH]c(=O)n2C,4
CCCc1cc(C(=O)NCc2cccs2)no1,-3
Cn1c(SCC(=O)N2CCOCC2)nnc1-c1cccc(NC(=O)c2ccccc2F)c1,1
O=C(NCc1ccc(Cl)cc1)c1cc(-c2ccc(Br)cc2)on1,-40
CCN(CC)c1ccc(NC(=O)c2ccccc2)cc1,5
CCC1=C(C)C(c2ccccc2)NC(=S)N1 (stereo unspecified),2
COc1ccccc1NC1=NC2(CCCC2)N=C(N)N1,-5&-1

(list continues)
SMILES,14-3-3g Raf
N#Cc1nc(-c2ccco2)oc1N1CCN(c2cccc(Cl)c2)CC1,-2
Clc1ccc(N2CCN(c3ncnc4c3oc3ccccc34)CC2)cc1,-5
CC(C)(C)C1=Nn2c(nnc2-c2ccco2)SC1,-3
CC/C(=C\C(=O)c1cccnc1)Nc1ccc(C)c(C)c1,-11
CC1=C(C(=O)Nc2cc(C)ccn2)C(c2cc(C)sc2C)C2=C(CC(c3ccccc3)CC2=O)N1 (stereo unspecified),-27
CCc1cccc2c(C#N)cn(CCOc3ccccc3OC)c12,-2
CC(C)COC(=O)OCN1C(=O)CN(CCN2CC(=O)N(COC(=O)OCC(C)C)C(=O)C2)CC1=O,-4
COC(=O)c1ccc(C(=O)OC)c(NC(=O)c2ocnc2C)c1,-13
COc1ccc(N2C(=O)CSC2c2cccc([N+](=O)[O-])c2O)cc1 (stereo unspecified),-4
Cc1ccc2c(c1)C(c1ccc(F)cc1)N(C(=O)c1ccc(C)c(C)c1)CC(=O)N2 (stereo unspecified),0
O=C(Nc1ccc2c(c1)OCCO2)C1CCC1,-9
CSc1ccccc1NC(=O)c1cnc2n(c1=O)CCS2,-8&-6

New compounds follow.
SMILES,14-3-3g Raf
O=C(CSc1nnc(-c2ccco2)o1)NC1CC2CCC1C2 (stereo unspecified),-7
CC(=O)c1ccc(NC(=O)C2CC(=O)N(c3ccccc3)C2)cc1 (stereo unspecified),6
O=C(NCCC(=O)N1CCNC1=O)OCc1ccccc1,-12
COc1ccc(N2C(=O)c3ccc(C(=O)OCC(=O)c4ccccc4)cc3C2=O)cc1,-9
O=C(NCCC1=CCCCC1)C1CCC(CNc2nc(=S)[nH]c3ccccc23)CC1 (stereo unspecified),-4
Cn1c(SCC(=O)Nc2ccc(F)cc2)nnc1-c1ccc(C(C)(C)C)cc1,5
O=C(NC1CCCC1)C(Cc1ccccc1)NS(=O)(=O)c1cccs1 (stereo unspecified),-3
CC(c1ccccc1)C1CC(=O)N(c2ccc(I)cc2)C1=O (stereo unspecified),1
COc1ccc(-c2cnn(-c3ccccc3)c2N)cc1OC,4&-12
C=CCn1c2ccccc2c2nnc(SCCN3CCCCC3)nc21,-6
Cc1ccnc(NC(=O)CN(C)S(=O)(=O)c2cccc3nsnc23)c1,-13
COc1cccc(C(c2nnnn2Cc2ccccc2)N2CCN(C(=O)c3ccco3)CC2)c1OC (stereo unspecified),0

The list goes on:
SMILES,14-3-3g Raf
O=C(Nc1ccc(N2CCOCC2)cc1)c1ccc(Cl)c([N+](=O)[O-])c1,-5
Clc1cccc2nnc(-c3cccc(I)c3)n12,-14
O=C(COC(=O)c1cccc(NC(=O)c2ccc(Br)cc2)c1)c1ccc([N+](=O)[O-])cc1,-6
COc1ccc(CN2C(=O)CC(C(=O)Nc3ccccc3OC)SC2=Nc2ccccc2F)cc1 (stereo unspecified),-9
CCC(C)OC(=O)C1=C(C)NC(=O)NC1c1ccccc1OC(C)C (stereo unspecified),7
CC(=O)Cc1nsc(NC(=O)c2c(-c3ccccc3Cl)noc2C)n1,-7&2
O=C(Nc1sc2c(c1-c1nc3ccccc3s1)CCCC2)c1cc(=O)c2ccccc2o1,-7
Cc1ccccc1C(=O)c1ccc2c(c1)n(C)c(=O)n2C,-18
COCCNC(=O)c1ccc2c(c1)ncn2-c1cccc(F)c1,-18
CCOc1ccc(NC(=NS(=O)(=O)c2ccccc2)Nc2nc(C)cc(C)n2)cc1,8
Cc1cccc(-n2ccnc2SCC(=O)Nc2ccc([N+](=O)[O-])cc2)c1C,0
Cc1ccc(OCCNc2cc(N3CCN(C)CC3)ccc2[N+](=O)[O-])cc1C,-12

(cont.)
SMILES,14-3-3g Raf
Cc1cc(C)c2[nH]c(C)c(CN3CCCC(C)C3)c(=O)c2c1 (stereo unspecified),-4
O=C(Nc1ccc2oc(-c3cccnc3)nc2c1)c1cccnc1Cl,-30
CCCCn1nnnc1NCc1cc(OC)c(OC)cc1OC,2
COc1cccc(OCc2nc3ccccc3c(=O)n2N)c1,-2
CCCCCOC(=O)C1=C(C)NC2=C(C(=O)CC(C)(C)C2)C1c1ccc(OC(C)=O)cc1 (stereo unspecified),2
CCOC(=O)N1CCC2(CC1)C(C#N)=C(N)Oc1n[nH]c(CSc3ccc(C)cc3)c12,0
COc1ccccc1C(=O)NCCCN1CCCC1=O,-4
CC1=C(C(=O)OC2CCCC2)C(c2ccccc2OCc2ccccc2)NC(=O)N1C (stereo unspecified),7
O=C(CN1C(=O)c2cccc([N+](=O)[O-])c2C1=O)Nc1ncc([N+](=O)[O-])s1,-6
Cc1ccc(-c2nn(CCC(=O)NC(C)C)c(=O)c3ccccc23)cc1,-5
O=S(=O)(NC1CCCCC1Oc1ccccc1)c1ccc(Cl)cc1 (stereo unspecified),-1
O=C(NCc1ccc(Cl)cc1)c1cc2nc3c(c(C(F)(F)F)n2n1)CCc1ccccc1-3,2

(cont.)
SMILES,14-3-3g Raf
C=CCn1cnc2c(c1=O)c1nc3ccccc3nc1n2/N=C/c1cccc(OC)c1OC,-16
O=C(O)c1ccccc1C(=O)NC1CCCc2ccccc21 (stereo unspecified),12
O=C(c1oc(=O)c2ccccc2c1-c1ccccc1)N1CCN(C2CCCCC2)CC1,0
CCc1ccc(NC(=O)c2ccc(N3CCCC3)c([N+](=O)[O-])c2)cc1,0
O=C(CCN1C(=O)COc2ccccc21)NCCN1CCc2ccccc2C1,-13&1
CCOc1ccc(-n2nc(C(=O)Nc3ccc(Cl)cn3)c3ccccc3c2=O)cc1,-3
CCCNC(=O)C1CCN(c2nc(C)cc(C)n2)CC1,-16
CCOC(=O)C1=C(C)N=C2SCC(=O)N2C1c1ccc(-c2cccc([N+](=O)[O-])c2)o1 (stereo unspecified),-5
Cc1cc(NCCN2CCCCCC2)n2c(nc3ccccc32)c1C#N,-61
COc1ccc(C2C(C(=O)Nc3nc4ccccc4s3)CC(=O)N2c2ccc(OC)cc2)cc1 (stereo unspecified),5
N#CCCSc1ccccc1NC(=O)c1ccc(S(=O)(=O)N2CCc3ccccc32)cc1,-14
Cc1nnc(SC(C)C(=O)Nc2ccc(S(=O)(=O)N3CCCCC3)cc2)s1 (stereo unspecified),-12

Carrying on:
SMILES,14-3-3g Raf
O=C1c2cccc([N+](=O)[O-])c2C(=O)N1C1C(=O)N(c2ccc(Cl)cc2)C1c1ccc(F)cc1 (stereo unspecified),-1
Cc1cc(NC(=O)CN2CCCC2c2nc3ccccc3s2)no1 (stereo unspecified),-11
CC1CCN(S(=O)(=O)c2ccc(C(=O)Nc3cccc4c3C(=O)c3ccccc3C4=O)cc2)CC1,-212
Cn1cccc1C(=O)Nc1nc(-c2ccccn2)cs1,-15
CC(=O)Oc1ccc(Br)cc1C=Cc1ccc2cccc(OC(C)=O)c2n1,-17
Cc1ccccc1-c1nc2cc(N=Cc3cc(Cl)cc([N+](=O)[O-])c3O)ccc2o1,-6
O=C(Nc1c2c(nn1-c1ccc([N+](=O)[O-])cc1)CS(=O)(=O)C2)C1(c2ccc(Cl)cc2)CCCC1,-4
O=C(O)c1ccccc1NC1=C(Cl)C(=O)N(c2ccc(Br)cc2)C1=O,-92
O=c1[nH]c2ccc(F)cc2c(=O)o1,-2
COc1ccc(-c2csc(NC(=O)COc3ccc(Cl)cc3)n2)cc1OC,0
CC(=O)C1=C(C)Nc2ncnn2C1c1ccc(Cl)cc1Cl (stereo unspecified),1
COC(=O)c1ccccc1NC(=O)CSc1nnc(-c2ccoc2C)n1C,-13

More results.
SMILES,14-3-3g Raf
Cc1ccc(C(=O)N2CC(=O)Nc3ccc(Br)cc3C2c2ccccc2)cc1C (stereo unspecified),-1
COc1ccc2c(c1)C(C)=CC(C)(C)N2S(=O)(=O)c1ccc(Cl)cc1,-11
COc1cc(C2Nc3ccc4ccccc4c3C3=C2C(=O)CC(C)(C)C3)cc(Br)c1O (stereo unspecified),12
CCCN1Cc2cccc(C(=O)Nc3ccc(C)cc3)c2C1=O,-8
CCOC(=O)C(=O)N1N=C(CC(C)C)CC1(O)C(F)(F)F (stereo unspecified),-1
Cn1c(C(=O)Nc2ccc3c(c2)OCCO3)cc2sccc21,-7
CCOC(=O)C1C(=O)C=C(c2cccs2)CC1c1ccccc1F (stereo unspecified),-17
Cc1nc(SCC(=O)NCc2ccccc2)c(C#N)c(C)c1Cl,-2
COc1ccc(OC)c(C(=O)CSc2nnc(Cc3cccs3)n2C)c1,-5
COc1ccc(C(=O)Nc2ccc(-c3nc4ccccc4o3)cc2)cc1OC,-432
O=C1CSC(c2ccccc2Br)N1c1ccc(Oc2ccccc2)cc1 (stereo unspecified),-1
Cc1noc(C(=O)N2CC3(C)CC2CC(C)(C)C3)c1Cl (stereo unspecified),4
